HTT cytoprotect: qHTS Multiplex Assay to Identify Dual Action Probes in a Cell Model of Huntington: Cytoprotection (ATP); 230,000 compounds, 0.14% hits; Potency, µM (top dose mostly 56.4 µM), without a hit: cytoprotection (ATP increase), most hits filed as activators; PC12 HTT-Q103 induced, cytoprotection, ATP luminescence, 40 h;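 note: % of control where 0% means no effect; nearly all actives have a fitted effect of over 45% in size; toxic huntingtin expression switched on by the ecdysone agonist tebufenozide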
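Readout: ATPlite luminescence (ATP level). Model: stable PC12, inducible Htt exon1 Q103-GFP. Inducer: tebufenozide, 100 nM final. Compounds: dose series. No G418 in medium.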
Tau ThT inhib: qHTS for Inhibitors of Tau Fibril Formation, Thioflavin T Binding | Potency, µM (doses to about 57.4 µM), inactives show at the highest dose activity, negative = inhibition, usual class: inhibitors | recombinant tau K18 P301L, heparin-induced fibrillization, ThT fluorescence | 270,000 compounds, 2.1% hits | Microtubule-associated protein tau (Homo sapiens), P10636; note: % is set by controls: 0 for no effect and ±100 for the full control effect; nearly all actives have a fitted effect of over 55% in size
Target sequence (P10636 561-689 P618L limits assumed): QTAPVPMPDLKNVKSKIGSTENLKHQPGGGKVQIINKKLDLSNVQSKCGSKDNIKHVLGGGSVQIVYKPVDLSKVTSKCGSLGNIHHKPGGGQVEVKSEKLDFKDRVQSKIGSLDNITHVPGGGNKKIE
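Heparin-induced (20 uM) aggregation of recombinant human K18 P301L tau, 15 uM unlabeled with 0.24 uM labeled, pH 7 acetate buffer, 6 hr at 37 C with compound. Fibrils quantified by 30 uM ThT fluorescence after 1 hr ambient incubation.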
GLA spleen mod: qHTS Assay for Inhibitors and Activators of Human alpha-Galactosidase From Spleen Homogenate; Potency, µM (series often up to 80 µM), for the others: at the top dose activity change, negative = inhibition, actives largely listed as inhibitors; 240,000 compounds, 0.008% hits; Alpha-galactosidase A (Homo sapiens), P06280; human spleen homogenate, 4MU-alpha-Gal fluorescence, 40 min; AID 2107, 2009;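 note: 0% = enzyme with vehicle and -100% = no enzyme basal signal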
Target sequence (P06280 32-429 limits assumed): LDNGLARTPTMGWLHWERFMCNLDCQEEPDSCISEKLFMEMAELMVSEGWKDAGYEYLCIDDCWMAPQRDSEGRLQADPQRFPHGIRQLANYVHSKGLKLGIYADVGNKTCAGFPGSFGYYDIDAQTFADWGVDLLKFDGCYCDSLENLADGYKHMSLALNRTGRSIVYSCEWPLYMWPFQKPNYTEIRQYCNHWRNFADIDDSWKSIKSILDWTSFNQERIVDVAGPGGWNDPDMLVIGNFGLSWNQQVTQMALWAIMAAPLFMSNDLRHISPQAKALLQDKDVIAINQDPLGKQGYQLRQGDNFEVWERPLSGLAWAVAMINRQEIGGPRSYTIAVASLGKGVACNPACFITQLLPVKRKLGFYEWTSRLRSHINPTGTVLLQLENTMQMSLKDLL
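qHTS titration in buffer at pH 5.0. Alpha-galactosidase activity in spleen homogenate was measured via 4-methylumbelliferone release from 1 mM fluorogenic substrate after 40 min at 37C and a pH 10 stop. AC50 came from Hill fits of control-normalized data.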
Tau FP inhib: qHTS for Inhibitors of Tau Fibril Formation, Fluorescence Polarization | AID 1468, 2008 | Potency, µM (doses to about 57.7 µM), inactives show at the top dose activity, negative = inhibition, actives largely listed as inhibitors | 280,000 compounds, 0.39% hits | Microtubule-associated protein tau (Homo sapiens), P10636 | K18 P301L tau heparin fibrillization, Alexa594 FP, 6 h; note: % is set by controls: 0 for no effect and ±100 for the full control effect; nearly all actives have a fitted effect of over 55% in size
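Human tau K18 […] P301L fragment, 15 uM unlabeled plus 0.24 uM Alexa 594-labeled tau (final), with compound and 20 uM heparin in 100 mM sodium acetate pH 7; 6 hr at 37 C, then Alexa 594 FP read.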
GAA inh: qHTS Assay for Inhibitors of Human alpha-Glucosidase as a Potential Chaperone Treatment of Pompe Disease. Lysosomal alpha-glucosidase (Homo sapiens), P10253. purified human GAA, 4-MU-alpha-glucoside fluorescence. Potency, µM (series often up to 76.9 µM), without a hit: at the top dose activity change, negative = inhibition, usual class: inhibitors. 200,000 compounds, 0.005% hits;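 note: plate controls were uninhibited enzyme wells for no effect and no-enzyme background for full effect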
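Enzyme (4 nM final) mixed with compound (up to 77 uM), then 4-MU-alpha-D-pyranoside (400 uM final) added; 20 min at room temperature, pH 5.0. Reaction stopped at pH 10, fluorescence read, AC50 derived by Hill fit.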
Tau fluor cs: Counterscreen qHTS for Inhibitors of Tau Fibril Formation, Fluorescence Polarization. tau K18 P301L Alexa594 fluorescence, heparin fibrillization. 280,000 compounds, 0.93% hits. AID 1463, 2008. Potency, µM (series often up to 57.7 µM), for the others: at the top dose activity change, negative = decrease; note: % is set by controls: 0 for no effect and ±100 for the full control effect; nearly all actives have a fitted effect of over 55% in size
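Human tau K18 P301L (15 uM unlabeled, 0.24 uM Alexa 594-labeled) in 100 mM sodium acetate pH 7 with 20 uM heparin, 6 hr at 37 C. ThT 30 uM added, 1 hr ambient; Alexa 594 FP and total fluorescence read at 555/632 nm.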
GAA spleen mod: qHTS Assay for Inhibitors and Activators of Human alpha-Glucosidase From Spleen Homogenate; human spleen homogenate, 4-MU-alpha-glucoside fluorescence; 240,000 compounds, 0.006% hits; Potency, µM (highest dose often 79.9 µM), inactives show at the top dose activity change, negative = inhibition, usual class: inhibitors; AID 2112, 2009;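 note: 0% = enzyme with vehicle and -100% = no enzyme basal signal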
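Compounds were titrated against alpha-glucosidase in spleen homogenate at pH 5.0, with 1 mM 4-methylumbelliferyl substrate for 40 min at 37 C. Reactions were quenched with pH 10 NaOH/glycine and fluorescence measured.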
GAA glycogen mod: qHTS Assay for Inhibitors and Activators of Human alpha-Glucosidase Cleavage of Glycogen; Potency, µM (highest dose often 76.4 µM), for inactives: at the highest dose activity change, negative = inhibition, usual class: inhibitors; Lysosomal alpha-glucosidase (Homo sapiens), P10253; 300,000 compounds, 0.38% hits; recombinant GAA, glycogen substrate, Amplex Red glucose oxidase fluorescence; AID 2100, 2009;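 note: 0% = full enzyme reaction and -100% = no-enzyme basal signal; the screen sought inhibitors and activators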
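Natural-substrate format: glycogen cleavage by 4 nM human enzyme, glucose read by Amplex Red coupling (Ex 573, Em 610 nm). Normalized to enzyme and no-enzyme controls.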
Numbers without * were called inactive; ? = inconclusive; . = no result given; & = joins results of further samples; [ ] = another dose, or the depositor's remark. Calls come from the whole dose curve; as a rule, active = well fitted curve in the direction sought with a large enough effect; inconclusive = small, poorly fitted or top-dose-only effect, or another doubt; inactive = no such curve, though single readings can be large; an effect the other way counts as inactive or inconclusive. Potency is the fitted concentration of half-maximal effect.

entry	Structure	GAA glycogen mod	Tau fluor cs	HTT cytoprotect	Tau ThT inhib	Tau FP inhib	GLA spleen mod	GAA inh	GAA spleen mod
1	CSc1cccc(NC(=O)Cn2nc(C)c3sc4ccccc4c3c2=O)c1	-5.3%[76.3 µM]	-6.8%	.	?	-9.7%	.	.	.
2	CC(=O)N1CCN(CC(=O)Nc2c(Cl)cccc2Cl)CC1	12.8%	7.0%	-20.5%	8.7%	?	-11.4%	2.2%	-6.1%
3	COC(=O)/C=C\C(=O)Nc1cccc([N+](=O)[O-])c1	7.6%	-27.6%	26.5%[10 µM]	?	0.9%	-1.2%	-0.7%	-8.1%
4	Cc1ccccc1N(CC(=O)N/N=C/c1ccc(N(C)C)cc1)C(=O)c1ccccc1	-11.3%	?	-11.6%	?	8.8%	-12.5%	-4.0%	-6.6%
5	CCOc1cc(N2CCOCC2)c(OCC)cc1NC(=O)c1nc2nccc(C)n2n1	1.1%	1.9%	-26.9%	-9.9%	10.7%	1.6%	2.0%	-3.7%
6	CCC1(CC)C(=O)NC(=O)NC1=Nc1cccc(OC)c1	-1.1%	4.1%	-4.1%[0.074 µM]	1.6%	3.1%	4.6%	-8.8%	8.8%
7	COCCNCCCOc1ccc(C(C)(C)c2ccccc2)cc1	-0.3%	-13.5%	.	-8.3%	-6.4%	1.8%	-3.5%	-0.3%
8	CCN(CC)C(=S)NC(=O)Cc1ccccc1	-10.1%	2.7%	-5.4%[10 µM]	-4.6%	-0.2%	1.5%	?	-4.0%
9	COc1cc(OC)c(NC(C)C(=O)N2CCCC2)cc1Cl (stereo unspecified)	-8.6%	1.5%	8.3%	-4.8%	10.7%	-2.9%	2.1%	0.8%
10	O=C(c1cccs1)N1CCN=C1SCc1ccccc1F	-9.4%	-14.5%	.	-3.1%	-11.6%	5.0%	-11.1%	0.1%
11	CCOc1ccc(C2CC(c3cccc(C)c3)n3ncnc3N2)cc1 (stereo unspecified)	7.4%	-14.1%	-14.6%	-9.0%	5.2%	-7.6%	-14.3%	-3.9%
12	COC(=O)[C@@]1(Cc2ccc(OC)cc2)[C@H]2c3cc(C(=O)N4CCCC4)n(C[C@H](O)CO)c3C[C@H]2CN1C(=O)c1ccccc1	.	-4.9%	-46.8%[inhibitor]	-3.0%	-6.2%	4.9%	.	-11.7%
13	COc1ccc(-n2nc(C(=O)N3CCCC(C)C3)c3c4ccccc4n(C)c3c2=O)cc1Cl (stereo unspecified)	16.8%[76.3 µM]	-23.6%	.	-8.1%	-14.4%	.	.	.
14	CCOc1ccc(NC(=O)C(Cc2ccccc2)N2C(=O)c3cccc4cccc(c34)C2=O)cc1 (stereo unspecified)	-11.3%	-8.0%	-10.5%[10 µM]	0.9%	?	-1.8%	.	-2.6%
15	CC(C)NC(=S)Nc1cccc2cnccc12	-2.3%	-4.7%	.	-3.2%	1.4%	-0.8%	0.8%	-1.2%
16	Nn1c(SCC(=O)Nc2ccc3c(c2)OCO3)nnc1C1CC1	-1.6%	-3.7%	1.5%[10 µM]	-5.0%	6.6%	-14.6%	-6.0%	-9.5%
17	CCCc1cc(NCc2ccccn2)n2c(nc3ccccc32)c1C#N	7.4%	-12.0%	-31.6%[inhibitor]	11.7%	-3.0%	10.2%	?	-1.5%
18	FC(F)(F)C12CC(c3ccccc3)=NCCN1CCN2 (stereo unspecified)	8.0%	-5.2%	-14.5%[0.074 µM]	-14.9%	3.9%	-9.6%	4.0%	-7.8%
19	CCOC(=O)C1CCN(C(=O)C2CCN(C3=NS(=O)(=O)C(c4ccc(C)cc4)=C3CC)CC2)CC1	-2.7%[76.3 µM]	-20.4%	.	?	6.9%	.	.	.
20	Cc1ccc(-c2cc(-c3ccccc3)c(C#N)c(N)n2)o1	0.9%	-12.5%	12.1%[10 µM]	?	4.7%	?	?	9.2%
21	CCN(CC)c1nc(C)nc2c1cnn2CCc1ccccc1	-5.9%	-11.6%	-1.4%	-18.6%	-0.5%	-5.3%	-1.7%	-8.4%
22	CC(C)CN(CCNC(=O)c1cc(-c2cccs2)nc2ccccc12)CC(C)C	3.7%[76.3 µM]	-15.0%	.	-2.6%	-7.5%	.	.	.
23	O=C(NC(C(=O)N/N=C/c1c2ccccc2cc2ccccc12)c1n[nH]c(=O)c2ccccc12)c1ccccc1 (stereo unspecified)	7.1%	-12.9%	-11.6%	-18.0%	-2.6%	-2.4%	-1.9%	-14.5%
24	COc1ccc(OC(C)C(=O)Nc2ccccc2F)cc1 (stereo unspecified)	1.4%	-8.8%	-13.4%	-8.3%	-3.7%	11.0%	?	2.4%
25	CCc1c(C)c2cc(Cl)c(O)c(CN(CC)CC)c2oc1=O	2.0%	-0.3%	-3.3%	0.1%	6.2%	?	?	?
26	CCOc1ccc(OCC(=O)c2c(O)c3ccccc3oc2=O)cc1	?	-26.6%	-33.1%	?	?	-11.8%	-8.0%	-11.7%
27	Cc1ccc(C(=O)N/C(=C\c2ccco2)C(=O)NCCCn2ccnc2)cc1	14.1%	1.0%	31.1%[10 µM]	-1.0%	2.3%	-21.2%	0.4%	-10.0%
28	COc1ccc(C(=O)N2CCN=C2SCc2cccnc2)c(OC)c1	-7.1%	-6.3%	5.3%	-13.4%	5.3%	-6.9%	-3.6%	-7.1%
29	CN(C(=O)CCc1nc(-c2ccccc2F)no1)c1ccccc1	2.7%	-5.6%	-16.6%	-2.1%	6.2%	3.4%	-6.0%	-0.2%
30	COc1ccc(N(CC(=O)NCCC2=CCCCC2)S(C)(=O)=O)cc1	7.5%	-9.1%	12.3%	-3.9%	3.0%	-3.2%	-4.1%	-6.6%

Looked up by structure from the list above:
entry	Structure	GAA glycogen mod	Tau fluor cs	HTT cytoprotect	Tau ThT inhib	Tau FP inhib	GLA spleen mod	GAA inh	GAA spleen mod
23	O=C(NC(C(=O)N/N=C/c1c2ccccc2cc2ccccc12)c1n[nH]c(=O)c2ccccc12)c1ccccc1 (stereo unspecified)	7.1%	-12.9%	-11.6%	-18.0%	-2.6%	-2.4%	-1.9%	-14.5%
24	COc1ccc(OC(C)C(=O)Nc2ccccc2F)cc1 (stereo unspecified)	1.4%	-8.8%	-13.4%	-8.3%	-3.7%	11.0%	?	2.4%
18	FC(F)(F)C12CC(c3ccccc3)=NCCN1CCN2 (stereo unspecified)	8.0%	-5.2%	-14.5%[0.074 µM]	-14.9%	3.9%	-9.6%	4.0%	-7.8%
17	CCCc1cc(NCc2ccccn2)n2c(nc3ccccc32)c1C#N	7.4%	-12.0%	-31.6%[inhibitor]	11.7%	-3.0%	10.2%	?	-1.5%

Additional structures:
entry	Structure	GAA glycogen mod	Tau fluor cs	HTT cytoprotect	Tau ThT inhib	Tau FP inhib	GLA spleen mod	GAA inh	GAA spleen mod
31	O=C(COc1ccccc1-c1nc(-c2ccccc2)no1)Nc1ccc([N+](=O)[O-])cc1	-33.5%[76.3 µM]	-15.8%	.	-14.8%	7.4%	.	.	.
32	Cc1cccc(C)c1NC(=O)C(=O)NCCCN1CCOCC1	-2.4%	2.7%	50.0%[0.074 µM]	-2.3%	5.0%	-4.9%	-2.3%	1.2%
33	CCCC/C=C/C(NC(=O)C(C)(C)C)c1ccccc1 (stereo unspecified)	.	-5.7%	-52.6%[inhibitor]	2.1%	2.4%	5.6%	.	10.4%
34	CC(=O)c1ccc(NC(=O)c2noc3c2CCc2ccccc2-3)cc1	9.1%[76.3 µM]	-4.3%	.	?	2.2%	.	.	.
35	CC(=O)c1cccc(NC(=O)c2sc(-n3nc(C)c(CCC(C)C)c3C)nc2C)c1	15.4%[76.3 µM]	-0.8%	.	0.3%	-1.6%	.	.	.
36	N#Cc1nc(COc2ccccc2Cl)oc1NCc1cccnc1	24.7%	-8.4%	-6.6%	0.7%	-4.3%	-5.5%	-4.7%	-7.3%
37	CCC(C)c1cc(S(=O)(=O)N2CCOCC2)ccc1OC (stereo unspecified)	4.7%	-6.3%	10.0%	3.5%	-1.9%	6.8%	-12.3%	0.7%
38	CCOC(=O)c1c(-c2ccc(OC)cc2)csc1NC(=O)CSc1ccccc1	-14.3%	-21.3%	-23.1%	-17.9%	1.2%	-0.7%	?	-0.5%
39	COC(=O)C(CCSC)NC(=O)c1cc2c(n(-c3ccccc3)c1=O)CC(C)(C)CC2=O (stereo unspecified)	-10.3%[76.3 µM]	-14.1%&-7.7%	-1.3%[10 µM]	-7.7%&-4.2%	3.4%&5.5%	-8.4%	6.9%	-4.6%
40	CC1CCN(S(=O)(=O)c2ccc(S(=O)(=O)N3CCN4CCCC4C3)cc2)CC1 (stereo unspecified)	0.6%	4.4%	-15.6%[10 µM]	-0.5%	-5.1%	-4.3%	-4.7%	-5.2%
41	CCCc1nc2ccccc2c(C(=O)OCC(=O)Nc2cccc(S(=O)(=O)N3CCOCC3)c2)c1CC	-11.9%	?	-74.5%[inhibitor]	-7.5%	?	-6.3%	-6.2%	-13.4%
42	Cc1cccc(C(=O)N2CCC(c3nc(-c4ccc(S(=O)(=O)N5CCOCC5)cc4)no3)CC2)c1	-5.7%	-8.2%	-17.0%	-8.2%	1.2%	-4.3%	-0.8%	-13.8%
43	CCn1c(SCC(=O)N=Nc2c(O)[nH]c3ccccc23)nc2ccccc21	-2.4%	-6.0%	-8.5%[10 µM]	?	-6.8%	2.1%	9.8%	10.5%
44	COc1cc(O)c(C)c(O)c1	.	-2.3%	.	-1.2%	-4.3%	8.1%	.	-0.4%
45	COc1ccccc1N(CC(=O)NCC1CCCO1)C(=O)CNS(=O)(=O)c1ccc(Cl)cc1 (stereo unspecified)	0.2%	-3.3%	7.4%[10 µM]	.	-0.6%	0.3%	.	-2.3%

Screens deposited in PubChem BioAssay by National Center for Advancing Translational Sciences (NCATS).
